Screens from PubChem BioAssay.
Redox H2O2 prof = compounds producing H2O2 with reducing agent – biochemical, NIH compound library profiling, artefact control for MLSCN library redox annotation, primary screen | DTT-dependent redox cycling H2O2, phenol red/HRP absorbance; 100% = 100 µM peroxide control, 0% = buffer | activation, % at 10 µM | hit rate 0.03% among 200,000 | AID 878, 2007;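 active = activation of at least 50% relative to the plate's high and low controls in the primary single-dose screen; inactive = activation below 50%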;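 also: compound incubated with DTT at 0.8 mM final as the reducing agent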
STAT1 activator = STAT1 signaling activators, primary screen, cell-based, HTS, luciferase reporter; NIH 3T3 STAT1-luciferase reporter, IFN-gamma, luminescence; 100% = IFN-gamma alone, no compound; activation (% of control), % at 5.5 µM; hit rate 2.6% among 200,000; AID 932, 2007;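 active = activation above the screen-wide mean activation plus 3 SD, cut at about 130% in these data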;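 also: raw ratio to IFN-gamma control signal so 100% means no change and 0% no light; values of inactives mirror those of a sister screen read the other way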
Hsp70 activator = Hsp70 transcriptional activators, primary screen, cell-based, HeLa, Hsp70 promoter luciferase, luminescence, 10 µM. hit rate 0.04% among 200,000. HeLa Hsp70 promoter luciferase reporter; scaled: vehicle 0, proteasome-inhibitor control 100%. activation, % at 10 µM;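 active = activation above the mean across all tested compounds plus 3 SD, cutoff set per campaign, cut at about 5.5% in these data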;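 also: 100% = MG132 at 30 µM as the positive control and 0% = DMSO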
TLR4-MyD88 BLA = inhibitors of TLR4-MyD88 association in cells, primary screen, cell-based, HeLa CL3-4, BLA complementation, FRET ratio. Toll-like receptor 4 (Homo sapiens) + Myeloid differentiation primary response protein …. inhibition, % at 8.4 µM. HeLa CL3-4 TLR4/MyD88 BLA complementation. hit rate 0.18% among 200,000; in the data active = inhibition above about 25%;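 also: 0% = vehicle and 100% = reference inhibitor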
Target sequence (O00206 whole entry, looked up): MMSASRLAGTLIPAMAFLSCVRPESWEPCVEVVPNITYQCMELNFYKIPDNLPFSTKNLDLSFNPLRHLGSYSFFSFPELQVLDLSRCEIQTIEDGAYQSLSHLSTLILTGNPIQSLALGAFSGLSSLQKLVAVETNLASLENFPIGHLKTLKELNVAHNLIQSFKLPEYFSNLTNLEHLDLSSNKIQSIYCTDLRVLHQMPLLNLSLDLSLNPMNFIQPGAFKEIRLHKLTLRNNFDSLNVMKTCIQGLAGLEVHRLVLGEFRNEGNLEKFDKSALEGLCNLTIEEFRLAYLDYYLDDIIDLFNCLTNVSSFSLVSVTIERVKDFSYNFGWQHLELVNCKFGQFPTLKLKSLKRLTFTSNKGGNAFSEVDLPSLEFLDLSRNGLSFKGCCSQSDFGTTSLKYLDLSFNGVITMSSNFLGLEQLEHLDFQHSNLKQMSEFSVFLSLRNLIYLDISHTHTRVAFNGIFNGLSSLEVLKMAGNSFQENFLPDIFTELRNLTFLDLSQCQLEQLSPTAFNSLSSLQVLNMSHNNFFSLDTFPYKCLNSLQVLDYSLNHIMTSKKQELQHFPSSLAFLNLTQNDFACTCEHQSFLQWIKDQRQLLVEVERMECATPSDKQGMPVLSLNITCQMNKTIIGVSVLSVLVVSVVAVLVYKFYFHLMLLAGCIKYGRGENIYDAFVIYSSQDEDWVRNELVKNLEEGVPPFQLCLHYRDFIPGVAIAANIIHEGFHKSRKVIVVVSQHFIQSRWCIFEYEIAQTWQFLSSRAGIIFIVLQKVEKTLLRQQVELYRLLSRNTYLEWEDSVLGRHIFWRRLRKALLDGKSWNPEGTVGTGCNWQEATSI
Target sequence (Q99836 whole entry, looked up): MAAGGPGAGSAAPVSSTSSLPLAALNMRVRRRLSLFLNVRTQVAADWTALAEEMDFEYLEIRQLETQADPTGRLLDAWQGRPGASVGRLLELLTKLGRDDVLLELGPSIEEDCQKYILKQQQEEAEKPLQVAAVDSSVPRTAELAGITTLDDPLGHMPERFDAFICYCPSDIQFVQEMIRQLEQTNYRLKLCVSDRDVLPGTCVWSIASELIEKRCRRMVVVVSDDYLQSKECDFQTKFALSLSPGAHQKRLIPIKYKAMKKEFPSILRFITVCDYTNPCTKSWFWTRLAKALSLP
STAT3 activator = IL-6 driven STAT3 reporter potentiators, primary screen, U3A cells, luciferase, luminescence, MLSCN library; IL-6 STAT3-luciferase reporter; 100% = signal with IL-6 EC80 alone; activation (% of control), % at 5.6 µM; hit rate 0.91% among 190,000;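 active = activation above the screen-wide mean of compound activation plus 3 SD, cut at about 130% in these data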;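 also: 0% = background luminescence of wells with medium and substrate only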
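Material: STAT1-lacking human U3A cells, STAT3 luciferase reporter | Benchmarks: IL-6-only wells as 100% reference | Probe or stimulus: IL-6 (33 ng/mL) | Timing: Compound 1 h, then IL-6 6 h at 37 °C | Detection: Luminescence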
STAT3 blocker = IL-6 driven STAT3 reporter inhibitors, primary screen, U3A cells, luciferase, luminescence, MLSCN library; inhibition, % at 5.5 µM; hit rate 0.89% among 190,000; AID 862, 2007; IL-6 STAT3-luciferase reporter; host cell line lacks STAT1;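 active = inhibition above the mean inhibition across all screened compounds plus 3 SD, cut at about 44% in these data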;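 also: 0% = DMSO only wells and 100% = 100 µM nifuroxazide control wells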
APP 5'UTR act = activators of APP 5'UTR luciferase reporter, primary screen, SH-SY5Y cells; SH-SY5Y APP 5'UTR luciferase reporter, luminescence; zero percent = DMSO vehicle wells; activation, % at 2 µM; hit rate 1% among 190,000; AID 1276, 2008;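 active = activation above a set limit, based on mean plus 3 SD of controls, cut at about 140% in these data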; also: values of inactives mirror those of a sister screen read the other way
STAT1 inh = STAT1 signaling inhibitors, primary screen, cell-based, HTS, luciferase reporter; NIH 3T3 STAT1-luciferase reporter, IFN-gamma, luminescence; inhibition, % at 5.5 µM; hit rate 0.35% among 200,000; AID 920, 2007;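 active = inhibition above a set limit, the mean inhibition across all tested compounds plus 3 SD, cut at about 34% in these data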;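 also: 0% = IFN-gamma with DMSO and 100% = IFN-gamma with 300 µM nifuroxazide; values of inactives mirror those of a sister screen read the other way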
NF-kB expr up = activators of NF-kB expression in neurons, primary screen, cell-based, HTS. human neuronal cells, NF-kB reporter expression; stronger effect = higher value. fold change at 12.5 µM. hit rate 1.6% among 190,000. AID 1239, 2008; in the data active = fold change above about 3.3
Efa HMGR inh = inhibitors of E. faecalis class II HMGR, primary screen, biochemical, Enterococcus faecalis; HMG-CoA reductase (Enterococcus faecalis, mvaE); purified E. faecalis HMGR, NADPH absorbance 340 nm kinetic; inhibition, % at 10 µM; hit rate 0.41% among 190,000;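 active = inhibition above a set limit, the median over all tested compounds plus 3 SD, cut at about 9.5% in these data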;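 also: enzyme runs in reverse so mevalonate oxidation gives rising NADPH absorbance; 0% = complete reaction with DMSO and 100% = background rate lacking mevalonate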
Numbers without * were called inactive; x = no result given.

entry	Structure	Redox H2O2 prof	STAT1 activator	Hsp70 activator	TLR4-MyD88 BLA	STAT3 activator	STAT3 blocker	APP 5'UTR act	STAT1 inh	NF-kB expr up	Efa HMGR inh
1	Cc1cc2oc(C(=O)Nc3ccc(S(N)(=O)=O)cc3)c(C)c2cc1Cl	1.1	106	0.0	20	83	23	-8	-9	0.95	0
2	CCOC(=O)C1=C(C)NC2=C(C(=O)C(C(=O)OCC)C(c3ccccc3OC)C2)C1c1ccccn1 (configuration not stated)	-1.4	95	-0.1	10	103	-3	-7	5	0.8	-1
3	CCC(CC)C(=O)Nc1c2c(nn1-c1ccc(OC)cc1)CS(=O)C2 (configuration not stated)	-0.1	107	0.2	9	105	0	11	-8	1.2	-5
4	Cc1ccccc1C1C(C#N)=C2NC(=O)c3c(sc4c3CCCCC4)N2C2=C1C(=O)CC(C)(C)C2 (configuration not stated)	-3.8	96	-0.1	16	99	8	-8	5	1	5
5	CCN(Cc1ccccc1)C(=O)CCc1nc(-c2ccc(C)cc2)no1	1.6	104	0.1	-10	104	-3	21	-4	1.1	-2
6	COc1ccc(/C=C/C(=O)C2C(=O)C=C(C)OC2=O)cc1O (configuration not stated)	0.6	95	-0.1	9	129	-34	63	5	2.3	3
7	COc1cccc(-n2c(=S)sc3c(=O)n(-c4ccccc4OC)c(SCC4OCCO4)nc32)c1	0.0	101	-0.4	-2	105	6	6	-2	1.2	-12
8	COC(=O)c1ccc(-n2c(C)cc(C(=O)COC(=O)CNS(=O)(=O)c3ccc(C)cc3)c2C)cc1	-0.7	107	0.0	-3	91	9	11	-7	1.4	-4
9	C/C(=N\NC(=O)CSCc1ccccc1Cl)c1cccc(NC(=O)c2ccccc2)c1	0.3	94	0.0	-2	92	12	-15	4	1.3	9
10	O=C(Nc1nccs1)c1ccccc1N=Cc1ccccc1	16	102	-0.2	15	88	17	25	-2	2	-10
11	CSc1ccc(NC(=O)N2CC=C(n3c(=O)[nH]c4ccccc43)CC2)cc1	0.8	99	-0.4	10	102	2	7	1	0.63	4
12	CCOC(=O)C1(Cc2ccccc2)NC(c2ccccc2F)C2C(=O)N(CC)C(=O)C21 (configuration not stated)	2.1	104	-0.2	-3	106	-6	6	-5	0.85	-1
13	CCOc1ccc(N(CCCCO)C(=S)NC(=O)c2ccc(C)c(Br)c2)cc1	-0.2	99	-0.3	-14	94	14	14	-1	1.6	-14
14	O=C(NCC1CCCO1)c1ccc(CSCc2cccc(F)c2)o1 (configuration not stated)	-1.1	99	0.1	7	102	0	-5	0	1.1	-2
15	N#C/C(=C/c1ccc(Cl)cc1)NC(=O)c1ccccc1	-17	108	0.0	-26	91	18	2	-9	1.3	-7
16	O=C(CN1C(=O)c2ccccc2S1(=O)=O)N1CCOCC1	3.6	105	-0.3	-15	120	-18	29	-5	1.2	0
17	O=C(c1ccccc1)c1ccc(OC(=O)N2CCOCC2)cc1	12	100	-0.4	-5	95	12	20	0	1.3	-3
18	Cc1ncc([N+](=O)[O-])n1CC(=O)Nc1ccc2c(c1)OCO2	-2.0	100	-0.2	-8	104	-1	8	-1	1.6	1
19	Cc1c(NC(=O)c2ccc3c(c2)OCO3)c(=O)n(-c2ccccc2)n1C	0.0	103	0.4	9	101	0	-2	-3	1	-2
20	CC(C)CNC(=O)C(=O)NC1CCCC1	-1.0	114	-0.2	4	99	11	1	-15	x	x
21	COc1cc(NC(=O)c2noc3c2CCCC3)c(OC)cc1Cl	-1.4	101	1.0	9	125	-23	3	0	1.2	1
22	Cc1cc(C)cc(CSc2nnc(C)c(=O)[nH]2)c1	-0.3	97	0.0	-16	105	-3	14	3	0.98	-5
23	CC(=O)c1ccc(N/N=C(/C(N)=O)C2=NC(C)(C)Cc3ccccc32)cc1	0.1	112	-0.2	2	93	16	-27	-13	0.79	1
24	CC(=O)Cc1nsc(NC(=O)c2ccc(-c3ccc(F)cc3)o2)n1	-0.4	101	0.9	9	96	9	1	-4	1.2	0
25	CCN(CC)C(=O)CSc1nnc(-c2cc(OC)cc(OC)c2)o1	2.3	82	-0.3	-6	101	4	11	20	0.96	0
26	Cc1ccc(-n2nnc(-c3cc4ccccc4nc3Cl)n2)cc1	0.6	90	0.1	-6	x	x	5	12	1.7	-5
27	C=CCOc1ccc(/C=N/Nc2ccccn2)cc1OC	-0.9	138*	-0.3	-30	88	22	91	-44	2.5	-7
28	O=C(CC(=O)c1ccccc1)Nc1cccnc1	0.1	95	-0.3	0	100	4	-6	6	1.3	-4
29	Cc1nn(Cc2ccccc2)c(C)c1NC(=O)c1noc2c1CCc1ccccc1-2	-0.7	99	0.2	-9	78	34	-4	1	0.8	3
30	c1ccc(-c2nnc3n2N=C(c2ccc4c(c2)OCO4)CS3)nc1	0.9	96	0.0	5	91	14	8	4	1.1	-2

Next section:
entry	Structure	Redox H2O2 prof	STAT1 activator	Hsp70 activator	TLR4-MyD88 BLA	STAT3 activator	STAT3 blocker	APP 5'UTR act	STAT1 inh	NF-kB expr up	Efa HMGR inh
31	CCc1nnc(NS(=O)(=O)c2ccc(N/C=C/C(=O)c3ccc(OC)cc3)cc2)s1	-0.1	136*	-0.2	-11	100	5	6	-41	1.1	5
32	O=C(NCCCN1CCCC1=O)c1ccc(OCc2ccccc2)cc1	0.0	98	-0.4	-2	106	-9	x	2	1.1	1
33	CCOC(=O)CC(NC(=O)CCc1c(C)nc2ncnn2c1C)c1ccc(OC(C)C)cc1 (configuration not stated)	2.0	97	0.3	-2	103	8	10	2	1.2	-8
34	c1coc(CNc2ncnc3sc4c(c23)CCCCC4)c1	-5.9	100	0.3	-4	98	8	-1	-1	0.75	-2
35	CC(C)OC(=O)CSc1nc2ccccc2s1	0.9	102	-0.3	-5	91	14	0	-2	1.4	-1
36	CN1/C(=C\C(=O)CSc2ncn[nH]2)C(C)(C)c2ccccc21	-1.2	95	-0.1	0	96	3	7	8	2.2	-5
37	Cn1cc(CNCc2cn[nH]c2-c2ccc(F)cc2)c(-c2ccc3c(c2)OCCO3)n1	-0.9	93	-0.1	16	94	12	15	7	1.2	-3
38	O=C(c1cc(-c2ccc(Cl)c(Cl)c2)on1)N1CCCC1	0.6	103	-0.5	0	85	19	68	-2	2	-4
39	Oc1ccc(-c2nccc(-c3ccc(Cl)cc3Cl)n2)cc1	-1.2	99	0.0	17	102	0	24	1	1.1	-5
40	CCN(CC)CCCN(Cc1cc2cc3c(cc2[nH]c1=O)OCO3)C(=S)Nc1ccccc1OC	-0.9	104	-0.3	15	99	4	4	-6	1.4	-6
41	CCN(CCNC(=O)C1CCN(S(=O)(=O)c2c(C)noc2C)CC1)c1ccccc1	9.1	102	-0.3	-4	107	-3	13	-4	0.86	1
42	CCOC(=O)N1CCc2c(sc3c2c(=O)n(Cc2ccccc2)c(=O)n3CC(=O)NCCOC)C1	0.4	98	-0.3	-3	99	4	-9	3	1.1	-8
43	O=C(COc1ccccc1)Nc1ccccc1Oc1ccccc1	5.9	115	-0.2	1	108	-6	3	-17	1.4	-1
44	Cc1cc(SCCC(=O)O)nc2c(C)cccc12	0.4	98	-0.4	4	105	-9	14	2	0.97	0
45	COc1ccc(-c2nn(-c3ccccc3)cc2CO)cc1	0.1	101	-0.4	9	99	7	16	-1	1.4	0
46	CCS(=O)(=O)Nc1cccc(-c2ccc3nnc(C)n3n2)c1	-0.6	92	0.1	-1	91	18	9	8	0.89	9
47	COc1ccc(OC)c2sc(NNC(=O)C3COc4ccccc4O3)nc12 (configuration not stated)	9.6	84	-0.4	7	96	7	13	17	1.3	0
48	CCN(CC)S(=O)(=O)c1cccc(NC(=O)CN(C)C2CCCCC2)c1	0.7	93	-0.5	-4	96	6	-11	6	1.1	-1
49	Cc1ccc(C)c(NC(=S)c2nc3ccccc3s2)c1	-0.5	104	-0.4	10	142*	-53	19	-4	1.4	0
50	Cc1cc(OCC(=O)Nn2cnnc2)c(C)cc1Br	-3.2	98	-0.3	8	97	9	-12	2	1.2	2
51	O=[N+]([O-])c1ccc(Sc2ccc(Cl)c(Cl)c2)nc1	-7.7	100	0.3	3	101	4	17	0	0.89	4
52	CCOc1ccc(-c2ccc(SCC(=O)N3CCN(c4ccccc4)CC3)nn2)cc1	0.3	105	-0.1	0	97	-2	9	-6	1.4	2
53	N#Cc1cc(Oc2ccc3ccccc3c2)c(-n2nnc3ccccc32)cc1C#N	1.2	106	-0.1	7	103	0	11	-6	0.93	1
54	CCCCN(C)CCNC(=O)Cn1c(=O)sc2ccccc21	-1.5	x	x	x	x	x	15	x	0.89	-9
55	O=c1c2cnn(-c3ccccc3)c2nnn1/N=C/c1cccnc1	-12	94	-0.2	1	89	16	-14	7	1.4	-5
56	CCCCc1cc(=O)oc2cc(C)cc(OCC(=O)O)c12	-0.5	100	-0.2	-7	101	3	28	-1	1.1	3
57	Cc1ccc(-c2csc3ncn(/N=C/N(C)C)c(=O)c23)o1	1.6	101	-0.3	-8	100	2	1	-1	0.87	-5
